HePTP inhibitor: inhibitors of human HePTP phosphatase. P35236. recombinant HePTP phosphatase activity, OD absorbance. inhibition, % at 20 µM. 0.64% of 110,000 active; in the data active = inhibition above about 50%;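 also: plate controls were vehicle for no effect and reference inhibitor for full effect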
Target sequence (P35236 whole entry, looked up): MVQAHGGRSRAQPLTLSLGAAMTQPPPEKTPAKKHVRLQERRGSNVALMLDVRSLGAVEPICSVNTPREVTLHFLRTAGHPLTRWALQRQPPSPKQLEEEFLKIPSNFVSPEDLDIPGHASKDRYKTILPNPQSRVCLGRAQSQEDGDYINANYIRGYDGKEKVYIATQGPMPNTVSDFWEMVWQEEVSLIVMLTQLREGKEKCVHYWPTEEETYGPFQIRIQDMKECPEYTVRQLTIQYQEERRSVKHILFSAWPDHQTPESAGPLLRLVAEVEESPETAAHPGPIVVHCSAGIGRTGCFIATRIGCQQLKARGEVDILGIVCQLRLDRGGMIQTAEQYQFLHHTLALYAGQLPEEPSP
BAP1 block: inhibitors of human BAP1 deubiquitinase; Q92560; recombinant BAP1, Ub-AMC hydrolysis fluorescence kinetic; stronger effect = lower value; activity remaining (% of control), % at 20 µM; 0.48% of 72,000 active;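 active = activity remaining at or below 50% of control, provided the compound also passes the data quality filters; inactive = the rest, including low values that fail the filters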;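 also: 100% = DMSO wells rate and 0% = substrate alone blank rate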
Target sequence (Q92560 whole entry, looked up): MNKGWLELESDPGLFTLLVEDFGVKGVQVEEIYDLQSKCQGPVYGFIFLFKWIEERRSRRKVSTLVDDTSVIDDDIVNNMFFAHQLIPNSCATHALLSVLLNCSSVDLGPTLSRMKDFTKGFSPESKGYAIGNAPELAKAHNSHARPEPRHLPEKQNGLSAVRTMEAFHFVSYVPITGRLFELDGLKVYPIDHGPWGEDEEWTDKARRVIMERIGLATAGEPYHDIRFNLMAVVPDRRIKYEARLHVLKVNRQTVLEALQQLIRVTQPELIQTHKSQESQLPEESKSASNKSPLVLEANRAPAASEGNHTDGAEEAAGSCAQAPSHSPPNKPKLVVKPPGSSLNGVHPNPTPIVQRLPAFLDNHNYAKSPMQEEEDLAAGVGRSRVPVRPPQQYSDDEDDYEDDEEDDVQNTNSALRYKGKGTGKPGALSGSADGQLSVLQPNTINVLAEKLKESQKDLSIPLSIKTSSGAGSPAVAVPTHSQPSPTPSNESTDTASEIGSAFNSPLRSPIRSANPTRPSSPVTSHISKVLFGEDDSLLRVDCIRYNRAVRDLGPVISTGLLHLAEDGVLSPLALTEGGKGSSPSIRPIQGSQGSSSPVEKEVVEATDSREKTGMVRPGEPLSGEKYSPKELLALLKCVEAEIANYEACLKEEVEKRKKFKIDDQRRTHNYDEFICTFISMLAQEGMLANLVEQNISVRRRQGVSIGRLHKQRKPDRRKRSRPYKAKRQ
* hit, by the source's call; nt = no result given; & = joins results of further samples.

HePTP inhibitor	BAP1 block	SMILES
0.7	102.4	C=C(C)CSc1nc(N)c2c3c(sc2n1)CCC3
-9.8	172.8	CCN(CC)c1ncc(C)c(=O)[nH]1
4.5	nt	CCCOC(=O)c1ccc(NC(=O)c2cc(Br)ccc2OC)cc1
-6.6	91.2	COc1ccc(C2Nc3ccccc3C(=O)N2Cc2ccccc2)cc1CN1C(=O)c2ccccc2C1=O (stereo not drawn)
4.0	nt	COc1ccc(C(NC(=O)C(c2ccccc2)c2ccccc2)NC(=O)C(c2ccccc2)c2ccccc2)cc1OC
-13.4	nt	COc1cc([N+](=O)[O-])ccc1NC(=O)c1ccccc1
4.3	89.8	Cc1cc(NC(=O)CS(=O)(=O)c2cn(Cc3ccc(F)cc3)c3ccccc23)no1
6.9	nt	CCCC(=O)NS(=O)(=O)c1ccc(NS(=O)(=O)c2ccc(C)cc2)cc1
nt	66.8	O=C(NC1=NCCS1)c1ccc2c(c1)C(=O)N(Cc1ccco1)C2=O
1.6	nt	CCCOc1cccc(C(=O)Nc2cc(OC)c(OC)cc2C(=O)O)c1
-0.6	101.4	CCOC(=O)c1c(C)n(C)c2ccc(OCC(O)CN(CC)CC)cc12 (stereo not drawn)
5.3	nt	CCOC(=O)C1=C(C)NC(=O)NC1c1cc(OC)c(OC)cc1OC (stereo not drawn)
-5.0	nt	CCOc1ccccc1/C=C/C(=O)c1ccc(Cl)cc1
7.1	nt	Cc1cc2c3c(ccc(C)c3n1)N=CN2c1ccccc1
4.6	nt	COc1cccc(C2C(C(=O)/C=C/c3ccccc3)=C(O)C(=O)N2CCCCCC(=O)O)c1 (stereo not drawn)

Other results follow:
HePTP inhibitor	BAP1 block	SMILES
-1.7	nt	Cc1ccc(C(=O)/C=C/c2cn(Cc3ccccc3)c3ccccc23)cc1
-12.0	nt	Brc1ccc(C=NN2CCN(Cc3ccccc3)CC2)cc1
nt	50.2	Nc1ccc(-c2nc3c(Cl)cccc3[nH]2)cc1
4.8	nt	O=C(COc1ccc2ccccc2c1)Nc1ccc(Cl)cc1
-12.0	nt	O=C1c2ccccc2CN1c1nccs1
3.4	105.8	O=C1C=C(NCC2CCCO2)C2(CCCCC2)O1 (stereo not drawn)
3.7	nt	COC(=O)c1c(C)cc(C)n2c1nc1ccccc12
8.9	87.3	COc1ccc(NC(=O)Nc2c(C)n(C)n(-c3ccccc3)c2=O)cc1
-5.6	98.9	CCOC(=O)c1[nH]c(C)c(C(=O)N(C)C)c1C
-1.5	nt	COc1ccccc1CN1CCN(C2CCCCC2)CC1
-27.5	nt	COc1cccc(/C=C2\SC(=O)N(c3ccc(Cl)cc3)C2=O)c1O
11.0	63.7	O=C(COC(=O)C1CCCCC1C(=O)N1CCc2ccccc21)NCc1ccco1 (stereo not drawn)
13.7	85.4	C=C(C)c1cccc(C(C)(C)NC(=O)Nn2cnnc2)c1
6.0	nt	Nc1ccccc1N=Cc1nc(-c2ccccc2)oc1O
7.7	nt	O=C(Nc1ccc2nn(-c3cccc([N+](=O)[O-])c3)nc2c1)c1ccccc1Br

Next compounds follow:
HePTP inhibitor	BAP1 block	SMILES
-1.6	80.2	CCc1ccc(NC(=O)CSc2nnc(Cn3c(=O)sc4ccccc43)n2C)cc1
nt	98.9	COC(=O)c1c(C)[nH]c(C)c1C(=O)c1ccccc1Cc1ccccc1
-0.2	nt	COC(=O)CN1C(c2ccccc2OC)Nc2ccc(Br)cc2C1c1ccccc1 (stereo not drawn)
1.1	nt	COc1ccc2c(c1)N(C(N)=S)C(C)(C)C=C2C
-0.3	nt	Cc1[nH]nc(N=Cc2c(O)n(C)c(=O)n(C)c2=O)c1-c1ccccc1
-4.3	94.3	Cc1noc(C)c1S(=O)(=O)Nc1ccc(C(=O)NC2CCCCCC2)cc1
-1.4	84.9	CCSc1nnc(NC(=O)C(C)(C(F)(F)F)C(F)(F)F)s1
0.3	nt	CC1=C(C(=O)Nc2ccccc2)C(c2ccc([N+](=O)[O-])cc2)N2C(=O)CSC2=N1 (stereo not drawn)
26.8	108.6	O=C(NCc1ccccc1)NC1(C(=O)N2CCOCC2)CCCCC1
11.4	nt	CCc1nc2ccccc2n1CC(O)COC1CCCCC1 (stereo not drawn)
3.7	nt	CCCCOC(=O)c1c(NC(=O)C2C3CCC(C3)C2C(=O)O)sc2c1CCCC2 (stereo not drawn)
3.9	124.4	CC1(C)C(=O)OC(c2c(F)c(F)c(F)c(F)c2F)C2(CCCCC2)C1=O (stereo not drawn)
8.2	90.5	O=C(O)CSc1nnc(Cn2nnc3ccccc32)n1CCc1ccccc1
-7.7	103.0	COc1cc(NC(=O)C2CCCN2C(=O)C2CCC(C)CC2)cc(OC)c1OC (stereo not drawn)
6.3	nt	O=C1C(=O)N(Cc2cccnc2)C(c2ccc([N+](=O)[O-])cc2)/C1=C(\O)c1ccccc1 (stereo not drawn)

Next section:
HePTP inhibitor	BAP1 block	SMILES
6.5	nt	O=C(Cc1ccccc1)NNC(=O)c1cccs1
2.9	105.8	Cc1cc(Cl)ccc1OCC(=O)Nc1ccccc1N1CCOCC1
2.2	nt	Cc1ccc(S(=O)(=O)Nc2cc(Sc3nc4ccccc4[nH]3)c(O)c3ccccc23)cc1
-4.3	nt	Cc1ccc(S(=O)(=O)C(CC(=O)c2ccc(Cl)cc2)c2ccccc2)cc1 (stereo not drawn)
-0.7	108.8	CCCCNC(=O)OCC(CC)NC(=O)OC(C)C (stereo not drawn)
nt	118.7	O=C1CSC(c2ccccc2[N+](=O)[O-])N1 (stereo not drawn)
9.0	170.8	COc1ccc(S(=O)(=O)Nc2ccccc2C(=O)NCc2ccco2)cc1Br
9.6	85.2	COc1ccc(Cn2c(CCC(=O)N3CCN(c4ccccn4)CC3)nc3ncccc3c2=O)cc1
11.5	97.8	O=c1[nH]c2ccccc2c(=O)n1Cc1ccco1
4.5	110.8	CC(C)CNc1cc(=O)n(C)c(=O)n1C
-2.9	96.0	COc1cc(C(=O)Nc2cccc(-c3nc4ccccc4o3)c2C)cc(OC)c1OC
-12.9	nt	COc1ccc(/C=N/S(=O)(=O)c2ccc(C)cc2)c(OC)c1
4.0	85.7	O=C(NC(Cc1ccccc1)c1nc2ccccc2[nH]1)C1CC(=O)N(c2ccc3c(c2)OCCO3)C1 (stereo not drawn)
3.8	nt	COc1ccc(Cl)cc1NC(=O)C1=C(C)NC(=O)NC1c1cccc2ccccc12 (stereo not drawn)
5.5	nt	CCC(=O)Oc1cc(OC(=O)CC)c2c(C)cc(=O)oc2c1

The list continues.
HePTP inhibitor	BAP1 block	SMILES
-14.0	nt	Clc1cccc(N=Cc2ccc(OC3CSC3)cc2)c1
5.4	94.5	CS(=O)(=O)Nc1ccc(S(=O)(=O)Nc2nccs2)cc1
-11.5	86.5	Cc1cc(C)c(C)c(OCCOCCN2CCOCC2)c1
3.5	98.6	Cc1ccc2c(c1)C(C)(C)[C@]1(C)NC(=O)CCN21
4.7	98.3	O=C(c1ccccc1)c1ccc2nc[nH]c2c1
1.4	125.8	O=C1c2cccnc2C(O)N1C1CCCCC1 (stereo not drawn)
6.6	93.5	COc1ccc(OC)c(N(CC(=O)Nc2ccc3c(c2)OCCO3)S(C)(=O)=O)c1
8.3	86.5	CCOc1ccccc1C(=O)Nn1c(C2CCC2)nc2ccccc2c1=O
-7.5	91.3	Cc1ccccc1C(=O)Nc1ccccc1
nt	82.3	CNCCC(Oc1ccccc1C)c1ccccc1 (stereo not drawn)
-4.2	nt	COc1ccc(N2C(=O)C(Cl)=C(Nc3ccc(OC)cc3OC)C2=O)cc1
4.6	90.0	Cc1cccc(NC(=O)COc2ccc(Br)cc2)n1
4.6	95.8&71.1	COc1ccc(Cl)c(NCCC(=O)O)c1
6.0	nt	COc1ccc(CCN=C(C)C2=C(O)COC2=O)cc1OC
5.5	97.0	COc1cccc(CN2CCN(C(=O)CC(C)C)CC2)c1

Additional records
HePTP inhibitor	BAP1 block	SMILES
nt	75.6	Cc1ccc(C(=O)Nc2cc(N)ccc2N)cc1
5.5	99.0	O=C(O)c1ccc(Br)c(S(=O)(=O)N2CCCC2)c1
-1.6	83.7	CCOc1cc(C2C(C(=O)N3CCCCC3)=C(C)NC3=C2C(=O)CC(C)(C)C3)ccc1O (stereo not drawn)
-0.4	89.1	COc1cc(CN2CCN(c3cccc(C)c3C)CC2)cc(OC)c1O
4.9	64.6	COc1ccc(OCCCN2CCCC(C)C2)cc1 (stereo not drawn)
-9.5	nt	CC(=O)c1ccc(NC(=O)/C(=C\c2ccc(Br)cc2)NC(=O)c2ccco2)cc1
-2.8	nt	CCC(C)(C)C1CCc2[nH]nc(C(=O)NN)c2C1 (stereo not drawn)
-7.2	97.8	CC1(C)Cc2ccccc2C(N)=C1C#N
1.7	nt	O=C1c2cccc3ccc(I)c(c23)C(=O)N1Oc1ccc([N+](=O)[O-])cc1[N+](=O)[O-]
-13.7	nt	CN(C)CCN1C(=O)C(=O)/C(=C(/O)c2ccccc2)C1c1cccc(F)c1 (stereo not drawn)
-3.4	nt	CCOC(=O)c1ccccc1NC(=O)CCCOc1ccccc1
-3.2	nt	O=C(c1ccccc1F)N1CCN(c2ccc([N+](=O)[O-])c(N3CCOCC3)c2)CC1
nt	154.4	CCOc1ccc2c(c1)C(C)=CC(C)(C)N2C(=O)C(C)N1C(=O)c2ccccc2C1=O (stereo not drawn)
0.2	91.7	CCOCCCNC(=O)CCS(=O)(=O)Cc1ccc(C)cc1
-0.9	96.7	CCCC(=O)c1ccc(N2CCN(S(=O)(=O)c3ccc(C)cc3)CC2)c(F)c1

Next records
HePTP inhibitor	BAP1 block	SMILES
-0.2	307.2	COc1ccc2nc3oc(C(=O)NC4CCN(Cc5ccccc5)CC4)cc3cc2c1
-2.9	nt	O=S(=O)(NC1C2CC3CC(C2)CC1C3)c1ccc(Cl)cc1 (stereo not drawn)
4.2	nt	CC(=O)Oc1cccc(N2C(=O)c3ccc(C(=O)Nc4c[nH]c(=O)[nH]c4=O)cc3C2=O)c1
nt	91.7	COc1cccc(OC)c1OCCNCC1COc2ccccc2O1 (stereo not drawn)
5.2	96.5	CCOC(=O)c1cc(=O)cc(C(=O)OCC)o1
6.4	80.3	Cc1cccc(NC(=O)c2cnc3sccn3c2=O)c1
7.9	131.0	CCc1nnc(NC(=O)CSc2nnc(Cc3ccccc3)n2-c2ccc(OC)cc2)s1
8.0	nt	Nc1n[nH]c(N)c1N=Nc1cccc(C(F)(F)F)c1
-6.8	113.2	Cc1cc(NC(=O)CSc2ccc(Cl)cc2)no1
6.1	nt	CCN(CC)C(=O)C1CCCN(C(=O)Nc2ccc3nsnc3c2)C1 (stereo not drawn)
-3.9	117.5	O=C(CCCn1c(=S)[nH]c2ccccc2c1=O)N1CCOCC1
nt	69.7	O=C(NC12CC3CC(CC(C3)C1)C2)C(F)(F)F
0.1	nt	COc1cccc(NC(=O)COc2ccc(C)cc2C)c1
6.1	87.3	CCOC(=O)N1CCN(Cc2ccccc2Cl)CC1
0.4	nt	COc1cc(OC)cc(C(=O)N2CCN(Cc3cccc4ccccc34)CC2)c1

No new results follow: 17 of the compounds above.
HePTP inhibitor	BAP1 block	SMILES
0.2	91.7	CCOCCCNC(=O)CCS(=O)(=O)Cc1ccc(C)cc1
-0.9	96.7	CCCC(=O)c1ccc(N2CCN(S(=O)(=O)c3ccc(C)cc3)CC2)c(F)c1
-0.2	307.2	COc1ccc2nc3oc(C(=O)NC4CCN(Cc5ccccc5)CC4)cc3cc2c1
-2.9	nt	O=S(=O)(NC1C2CC3CC(C2)CC1C3)c1ccc(Cl)cc1 (stereo not drawn)
4.2	nt	CC(=O)Oc1cccc(N2C(=O)c3ccc(C(=O)Nc4c[nH]c(=O)[nH]c4=O)cc3C2=O)c1
nt	91.7	COc1cccc(OC)c1OCCNCC1COc2ccccc2O1 (stereo not drawn)
5.2	96.5	CCOC(=O)c1cc(=O)cc(C(=O)OCC)o1
6.4	80.3	Cc1cccc(NC(=O)c2cnc3sccn3c2=O)c1
7.9	131.0	CCc1nnc(NC(=O)CSc2nnc(Cc3ccccc3)n2-c2ccc(OC)cc2)s1
8.0	nt	Nc1n[nH]c(N)c1N=Nc1cccc(C(F)(F)F)c1
-6.8	113.2	Cc1cc(NC(=O)CSc2ccc(Cl)cc2)no1
6.1	nt	CCN(CC)C(=O)C1CCCN(C(=O)Nc2ccc3nsnc3c2)C1 (stereo not drawn)
-3.9	117.5	O=C(CCCn1c(=S)[nH]c2ccccc2c1=O)N1CCOCC1
nt	69.7	O=C(NC12CC3CC(CC(C3)C1)C2)C(F)(F)F
0.1	nt	COc1cccc(NC(=O)COc2ccc(C)cc2C)c1
6.1	87.3	CCOC(=O)N1CCN(Cc2ccccc2Cl)CC1
0.4	nt	COc1cc(OC)cc(C(=O)N2CCN(Cc3cccc4ccccc34)CC2)c1

The list goes on.
HePTP inhibitor	BAP1 block	SMILES
3.2	79.6	COC(=O)c1ccc(CSc2nccn2C)cc1
5.3	nt	N#Cc1nc(-c2ccccc2F)oc1N1CCCC1
7.4	nt	CCOc1ccc(-c2nn(-c3ccccc3)cc2/C=C2\SC(=S)N(CCOC)C2=O)cc1
-0.2	nt	O=C(COc1ccc2c3c(c(=O)oc2c1)CCC3)NC1CCCCC1
-1.8	nt	COc1cc(NC(=O)C2CC2)c(OC)cc1Cl
9.0	101.2	COc1cc2c3c(c1)C1(C(=O)N3C(C)(C)C=C2C)C(C#N)=C(N)Oc2cc(O)ccc21 (stereo not drawn)
5.1	99.5	CCc1ccccc1-n1c(SCC(=O)N2CCCC2)nnc1-c1ccccn1
7.3	71.2	COc1ccc2[nH]c(C(=O)O)c(CCNC(C)=O)c2c1
5.6	nt	C=CCc1cc(/C=C2\C(=O)NC(=O)N(c3cc(C)cc(C)c3)C2=O)cc(OCC)c1OCC(=O)OC
8.5	83.2	O=C1CSc2ccc(C(=O)N3CCN(c4ccccn4)CC3)cc2N1
-0.2	122.1	c1ccc(-n2c(Sc3cnccn3)nnc2-c2cccs2)cc1
-5.1	107.9	CCOC(=O)CSc1nnc(CSc2nc3ccccc3s2)n1C
2.2	74.2	COC(=O)C1=CN(C)C=C(C(=O)OC)C1c1ccc(Cl)cc1Cl
3.1	nt	COc1ccc(C2C(C(=O)NCCN(C)C)c3cc(OC)c(OC)cc3C(=O)N2C)cc1OC (stereo not drawn)
0.8	84.0	CCOC(=O)c1c(N)n[nH]c1-c1ccc(OC)cc1
-3.7	nt	CC1=C(C(=O)N(C)C)C(c2cccc(Cl)c2)NC(=O)N1 (stereo not drawn)
